Screening results (PubChem BioAssay)
HT1080NT lethal – kills 2HG-producing HT-1080-NT fibrosarcoma cells; HT-1080-NT fibrosarcoma viability, CellTiter-Glo ATP luminescence, 48 h; Potency, µM (highest dose often 46.1 µM), inactives show at the top dose activity, negative = less viability, most hits filed as cytotoxic; actives 1.6% (n = 360,000);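 note: NT is the 2HG producing partner of a matched IDH1 knockdown line; 0% = DMSO-treated cells and -100% = media-only wells without cells; nearly all actives have a fitted effect of over 55% in size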
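Read-out is CellTiter-Glo luminescence after 10 minutes at room temperature, following 48 hours' compound treatment of HT-1080-NT cells (750 cells/well, RPMI, 5% FBS, 37 degrees C).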
HT1080 IDH1KD tx – HT-1080 IDH1 knockdown cell toxicity (counter line); actives 2% (n = 360,000); Potency, µM (highest dose often 46.1 µM), without a hit: top-dose activity, negative = toxicity, most hits filed as cytotoxic; AID 686971; HT-1080 IDH1 knockdown viability, ATP luminescence, 48 h;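 note: 0% = DMSO wells and -100% = cell-free medium wells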
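Luminescent ATP read-out (CellTiter-Glo, 10 min at room temperature) after 48 h compound exposure at 37 °C gave viability of IDH1-knockdown HT-1080 cells. Activity was normalised to DMSO and cell-free wells, then fitted as concentration-response curves.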
TDP-43 yeast inh – rescues yeast growth from TDP-43 toxicity; TDP-43 expressing yeast growth rescue, BacTiter-Glo, 24 h; actives 1.8% (n = 410,000); AID 652104; Potency, µM (highest dose often 46.1 µM), inactives show top-dose growth rescue (activation), most hits filed as activators; note: % of control where 0% means no effect; nearly all actives have a fitted effect of over 50% in size
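Luminescence from BacTiter-Glo reports growth of TDP-43-expressing yeast after 24 hr at 30 deg C with compound. Cells were raffinose-pregrown to mid-log, then seeded in galactose medium at OD600=0.02.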
GLP1R cytotox – cytotoxic in the GLP-1 receptor inverse agonist counter-screen | actives 0.13% (n = 410,000) | Potency, µM (titrated, usually from 38.3 µM), for the others: top-dose activity change, negative = inhibition, most hits filed as inhibitors | AID 624418 | HEK293 cAMP-luciferase reporter cells, luminescence, 24 h;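 note: loss of luciferase light is scored as toxicity; % is set by controls: 0 for no effect and ±100 for the full control effect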
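Here, cytotoxicity is scored as loss of luminescence. The MLSMR collection was tested on cells seeded in medium containing 10% Nu serum, with a 24 hr compound exposure preceded by 12 hours of culture.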
GLP-1R inv ag – GLP-1 receptor (human) inverse agonism. HEK293 GLP-1R CRE-luciferase, luminescence, 24 h; GLP-1R form is constitutively active. Potency, µM (top dose mostly 38.3 µM), for inactives: at the top dose activity change, negative = inhibition, most hits filed as inhibitors. actives 1.6% (n = 410,000). AID 624417; note: % is set by controls: 0 for no effect and ±100 for the full control effect; nearly all actives have a fitted effect of over 55% in size
Target sequence (P43220 whole entry, looked up): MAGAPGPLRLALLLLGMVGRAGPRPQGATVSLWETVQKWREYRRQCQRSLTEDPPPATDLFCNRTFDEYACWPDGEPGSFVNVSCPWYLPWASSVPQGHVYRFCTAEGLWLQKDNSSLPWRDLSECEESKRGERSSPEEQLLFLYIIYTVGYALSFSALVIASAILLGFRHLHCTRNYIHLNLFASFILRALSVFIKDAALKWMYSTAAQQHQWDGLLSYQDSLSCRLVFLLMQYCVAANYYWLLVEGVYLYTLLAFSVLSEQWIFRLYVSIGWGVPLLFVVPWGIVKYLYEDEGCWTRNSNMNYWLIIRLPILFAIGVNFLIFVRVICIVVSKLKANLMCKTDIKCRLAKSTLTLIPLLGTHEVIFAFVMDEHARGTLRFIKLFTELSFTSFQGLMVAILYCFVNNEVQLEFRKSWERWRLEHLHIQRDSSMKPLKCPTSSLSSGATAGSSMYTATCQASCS
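Stable HEK293 clone (constitutively active GLP-1R + cAMP-response luciferase); 200 cells/uL plated, 12 h pre-culture, compound 24 hr, 37 deg C/5% CO2; detection reagent 12 min RT; luminescence.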
KB-3-1 tox – kills parental KB-3-1 adenocarcinoma cells; KB-3-1 viability, CellTiter-Glo ATP luminescence, 72 h; Potency, µM (top dose mostly 46.1 µM), for inactives: top-dose activity change, negative = cytotoxic, hits mostly cytotoxic; actives 1.4% (n = 400,000); AID 1347075; note: % is set by controls: 0 for no effect and ±100 for the full control effect; nearly all actives have a fitted effect of over 60% in size
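Cells are dispensed, compounds pinned in, plates held at 37 °C for 72 h, then CellTiter-Glo is added and luminescence read after 10 minutes. Cell line: parental KB-3-1 in phenol-red-free DMEM, 10% FBS.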
SW480 rerep – induces DNA re-replication in SW480 colon adenocarcinoma cells; AID 624297; SW480 DNA re-replication, Hoechst DNA content imaging, 48 h; Potency, µM (titrated, usually from 46.1 µM), without a hit: top-dose re-replication activation, hits mostly activators; actives 1.8% (n = 340,000); note: % of control where 0% means no effect; nearly all actives have a fitted effect of over 55% in size
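Readout is total intensity of Hoechst-stained nuclei, excited at 405 nm and collected at 500-530 nm. Compound treatment lasted 48 hr at 37 C in 5% CO2 before staining.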
KB-V1 cytotox – KB-V1 MDR subline cytotoxicity. Potency, µM (doses to about 46.1 µM), inactives show at the highest dose activity change, negative = cytotoxicity, usual class: cytotoxic. actives 3.4% (n = 400,000). KB-V1 MDR cells viability, CellTiter-Glo, 72 h. AID 1347076; note: % is set by controls: 0 for no effect and ±100 for the full control effect; nearly all actives have a fitted effect of over 60% in size
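Potencies derive from concentration-effect curves fitted to normalized luminescence (CellTiter-Glo) of KB-V1 cells treated for 72 h at 37 degrees C in phenol-red-free DMEM containing 10% FBS.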
GLP-1R agonist – GLP-1 receptor (human) agonism; P43220; HEK293 GLP-1R CRE-luciferase, luminescence, 4-6 h; cells express a hypersensitive GLP-1R form; Potency, µM (series often up to 45.6 µM), for inactives: at the top dose activation, usual class: activators; actives 0.007% (n = 380,000); AID 624172; note: % of control where 0% means no effect
An asterisk follows results filed as active; ? = inconclusive; . = no result given; & = joins results of further samples; [ ] = dose if it differs, or a comment. Calls come from the whole dose curve; as a rule, active = well fitted curve in the direction sought with a large enough effect; inconclusive = small, poorly fitted or top-dose-only effect, or another doubt; inactive = no such curve, though single readings can be large; an effect the other way counts as inactive or inconclusive. Potency is the fitted concentration of half-maximal effect. The order is random; overall some 9.4% were active at least once.

SMILES	HT1080NT lethal	HT1080 IDH1KD tx	TDP-43 yeast inh	GLP1R cytotox	GLP-1R inv ag	KB-3-1 tox	SW480 rerep	KB-V1 cytotox	GLP-1R agonist
CCCN1Cc2cccc(C(=O)Nc3ccc(-c4nc5ccccc5[nH]4)cc3)c2C1=O	-4%	0%	3%	-1%	51%	0%	13%	17%	3%
Cc1cccc(C(=O)OCC(=O)c2ccc(CC(=O)N3CCOCC3)s2)c1C	5%	-3%	9%	-2%	7%	1%	5%	-2%	14%
COc1nc(SC)nc(Cl)c1Cc1ccc(OC(C)C)cc1	5%	2%	0%	43%[activator]	?	-1%	7%	-2%	3%
CCCC1CCC(c2ccc(C(=O)NN)cc2)CC1 (configuration not stated)	-24%	-19%	?	-19%	0%	?	?	-17%	-1%
Cc1cc(C)n(CC(O)COCc2ccco2)n1 (configuration not stated)	3%	5%	13%	3%	13%	5%	-15%	0%	-1%
O=C(CN1C2=NCCCN2c2ccccc21)c1ccc(Br)s1	?	-28%	20%	-29%	?	?	-2%	10µM*	-4%
CCCCCCCCCc1conc1C(=O)CP(=O)(OC)OC	?	-21%	35µM*	5%	?	?	.	?	.
COc1ccc(/C=N/NS(=O)(=O)c2ccc(C)cc2)cc1OC(=O)c1ccc(C)cc1	-20%	-14%	29%	-4%	?	12%	0%	18%	-5%
COc1ccc(NC(=O)C2C3C=CC(C3)C2C(=O)NCc2ccco2)cc1 (configuration not stated)	-10%	?	0%	2%	1%	2%	0%	-24%	16%
COc1ccc(C2/C=C\CN(C(=O)C3CC3)[C@H](Cc3ccccc3)C(=O)N2Cc2ccc(F)cc2)cc1 (some centres not stated)	?	?	16%	-10%	?	-25%	0%[9.22 µM]	?	-3%
COc1ccccc1C(=O)Nc1nnc(CCc2ccccc2)s1	7.3µM*	6.5µM*	?	-18%	?	12µM*	6.5µM*	?	21%
O=C1N[C@@H](Cc2ccccc2)COC(=O)[C@@H](Cc2ccc(F)cc2)CC/C=C/C[C@H]1CC(=O)N(CCO)Cc1ccccc1	?	?	27%	-14%	?	?	-3%	?	-3%

Next part; it opens with the 6 that closed the last part.
SMILES	HT1080NT lethal	HT1080 IDH1KD tx	TDP-43 yeast inh	GLP1R cytotox	GLP-1R inv ag	KB-3-1 tox	SW480 rerep	KB-V1 cytotox	GLP-1R agonist
CCCCCCCCCc1conc1C(=O)CP(=O)(OC)OC	?	-21%	35µM*	5%	?	?	.	?	.
COc1ccc(/C=N/NS(=O)(=O)c2ccc(C)cc2)cc1OC(=O)c1ccc(C)cc1	-20%	-14%	29%	-4%	?	12%	0%	18%	-5%
COc1ccc(NC(=O)C2C3C=CC(C3)C2C(=O)NCc2ccco2)cc1 (configuration not stated)	-10%	?	0%	2%	1%	2%	0%	-24%	16%
COc1ccc(C2/C=C\CN(C(=O)C3CC3)[C@H](Cc3ccccc3)C(=O)N2Cc2ccc(F)cc2)cc1 (some centres not stated)	?	?	16%	-10%	?	-25%	0%[9.22 µM]	?	-3%
COc1ccccc1C(=O)Nc1nnc(CCc2ccccc2)s1	7.3µM*	6.5µM*	?	-18%	?	12µM*	6.5µM*	?	21%
O=C1N[C@@H](Cc2ccccc2)COC(=O)[C@@H](Cc2ccc(F)cc2)CC/C=C/C[C@H]1CC(=O)N(CCO)Cc1ccccc1	?	?	27%	-14%	?	?	-3%	?	-3%
O=S1(=O)N=C(Nc2nc3c(s2)CCCC3)c2ccccc21	-19%	-16%	-14%	?	4.5µM*	-6%	-4%	-4%	-33%[inhibitor]
Cc1nn(C(CC(=O)O)C(=O)O)c(C)c1Br (configuration not stated)	-1%	-2%	-5%	2%	9%	-10%	-1%	11%	-1%
O=C(Nc1ccccc1)Nc1cccn(Cc2c(F)cccc2Cl)c1=O	-3%	-27%	-9%	?	?	?	7%	?	-6%
O=C(Nc1ccc(Cl)cc1)c1nc[nH]c1C(=O)N1CCN(c2ccccc2)CC1	10%	5%	0%	1%	-6%	0%	3%	-2%	-4%
Cc1csc(C(C#N)C(=O)c2ccc(S(=O)(=O)N3CCCC3)cc2)n1 (configuration not stated)	-8%	-1%	-16%	1%	-11%	-4%	-2%	-29%	-8%
Cc1nc(SCc2nc3c(O)cccc3[nH]2)c2oc3ccccc3c2n1	.	.	.	.	.	2%	1%	5%	5%
Cc1ccc(C)c(N2CCN(C(=O)CCc3nc(-c4ccccc4Br)no3)CC2)c1	-9%	1%	19%	6%	?	17%	-4%	0%	0%
CC(=O)c1cc(C#N)c(NCc2cc(-c3ccccc3)no2)nc1C	12%	2%	-7%	9%	2%	0%	?	3%	2%
O=C(COC(=O)c1cc(=O)[nH]c2ccccc12)NCc1cccc(Cl)c1	3%	-5%	-4%	-5%	7%	-4%	13%	5%	2%
CCn1c(=O)cc(N2CCCCC2)[nH]c1=O	9%	1%	-15%	16%	0%	1%	-3%	-8%	-5%
CSc1nc(-c2ccccc2)cc(C)c1C#N	-2%	7%	16%	-4%	-13%	-5%	-9%	2%	9%
CCc1ccc[n+](-c2nc([O-])sc2C=O)c1	-1%	7%	19%	-11%	10%	11%	-1%[9.22 µM]	21%	-2%

An excerpt from above in order of length of the SMILES, largest number first:
SMILES	HT1080NT lethal	HT1080 IDH1KD tx	TDP-43 yeast inh	GLP1R cytotox	GLP-1R inv ag	KB-3-1 tox	SW480 rerep	KB-V1 cytotox	GLP-1R agonist
O=C1N[C@@H](Cc2ccccc2)COC(=O)[C@@H](Cc2ccc(F)cc2)CC/C=C/C[C@H]1CC(=O)N(CCO)Cc1ccccc1	?	?	27%	-14%	?	?	-3%	?	-3%
COc1ccc(/C=N/NS(=O)(=O)c2ccc(C)cc2)cc1OC(=O)c1ccc(C)cc1	-20%	-14%	29%	-4%	?	12%	0%	18%	-5%
O=C(Nc1ccc(Cl)cc1)c1nc[nH]c1C(=O)N1CCN(c2ccccc2)CC1	10%	5%	0%	1%	-6%	0%	3%	-2%	-4%
Cc1cccc(C(=O)OCC(=O)c2ccc(CC(=O)N3CCOCC3)s2)c1C	5%	-3%	9%	-2%	7%	1%	5%	-2%	14%
CCCCCCCCCc1conc1C(=O)CP(=O)(OC)OC	?	-21%	35µM*	5%	?	?	.	?	.

Next records follow:
SMILES	HT1080NT lethal	HT1080 IDH1KD tx	TDP-43 yeast inh	GLP1R cytotox	GLP-1R inv ag	KB-3-1 tox	SW480 rerep	KB-V1 cytotox	GLP-1R agonist
COc1ccc(NC(=O)NC2CCN(C(C)C)CC2)c(OC)c1	1%	-7%	0%	-9%	0%	-12%	-19%	-2%	-17%
O=C(Nc1ccccn1)c1sc2cccc(F)c2c1Cl	-1%	2%	-8%	10%	1%	10%	-3%	-7%	1%
CCC(=O)N1c2ccc(S(=O)(=O)NCCc3ccccc3)cc2CC1C (configuration not stated)	6%	3%	?	?	5%&-1%	-1%&-2%	-22%	15%&0%	22%&4%
Cc1cc(C)c(C(=O)CC(=O)c2ccccc2Cl)c(O)c1	-28%	?	9%	3%	?	?	7%	?	2%
COc1ccc(C(C)=O)cc1CSc1ncccn1	-9%	-10%	8%	-12%	20%	-15%	0%	?	12%
Cc1nn(C)c(C)c1/C=N/N=C1\CCC2C3CCc4cc(O)ccc4C3CCC12C (configuration not stated)	-2%	-3%	-6%	2%	-27%	-19%	-1%	-4%	0%
C=CCn1c(CCNC(=O)c2cccs2)nnc1SCC(=O)Nc1cccc(C(C)=O)c1	-8%	0%	-10%	1%	-20%	-1%	-3%	?	2%
CN(CC(=O)NC1CCN(Cc2ccccc2)CC1)S(=O)(=O)c1ccc2c(c1)c(=O)n(C)c(=O)n2C	8%	5%	-10%[0.397 µM]	3%	44%[activator]	1%	-6%	?	3%
CSc1nnc(Cc2cc(=O)[nH]c(=O)[nH]2)n1-c1cc(C)ccc1C	8%	7%	16%	-4%	0%	11%	0%	19%	-11%
O=C(c1ccc(O)cc1)c1ccc(O)cc1O	16%	2%	3%	-1%	9%	22%	-6%	-1%	4%
O=C(COC(=O)Cc1ccsc1)NCc1ccc(Cl)cc1	-7%	?	-12%	3%	8%	-10%	?	?	11%
O=C(Cn1nc(C(F)F)cc1C1CC1)NCCC1=CCCCC1	3%	-10%	-9%	-30%	?	-7%	-1%	?	0%
CC(C)(C)OC(=O)N1CCC(c2c(C(=O)N3CCN(Cc4ccccc4)CC3)cnn2-c2cccc(Cl)c2)CC1	.	.	9%	0%	0%	4%	.	-1%	.
O=C(O)Cn1c(SCCOc2ccccc2)nc2ccccc21	-2%	6%	-6%	2%	47%[activator]	0%	-5%	?	10%
CC1CCC(NC(=O)CCS(=O)(=O)c2ccc3c(c2)NC(=O)CS3)CC1 (configuration not stated)	0%	20%	-5%	-12%	-15%	19%	-3%	16%	-3%
COc1ccc2c(c1)cc(C(=O)N[C@H](C(=O)N1CCC(C(=O)O)CC1)C(C)C)n2C	17%	9%	-4%	-4%	2%	19%	-2%	20%	-4%
